Giardia killer: Small Molecules that selectively kill Giardia lamblia: qHTS. Giardia lamblia trophozoite viability. activity change, % at 7.66 µM, hits read low. 340,000 compounds, 0.15% hits. AID 540267, 2011; in the data active = activity change below about -80%; inconclusive = between about -30% and that limit;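 note: parasites exposed to compound for two days anaerobically before the ATP read; % is set by controls: 0 for no effect and ±100 for the full control effect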
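Killing of trophozoites was scored by loss of ATP luminescence after a 48 hrs anaerobic exposure to compounds at 37 deg C, using 100 cells per well.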
Chronic BCR inh: qHTS Assay to Find Inhibitors of Chronic Active B-Cell Receptor Signaling; ABC-DLBCL IkBa-CBG/CBR reporter, luminescence ratio, 4 h; Potency, µM (doses to about 46.1 µM), without a hit: at the top dose ratio change, negative = lower green/red ratio, usual class: inhibitors; 340,000 compounds, 0.05% hits; active = well fitted inhibition curve with a large enough effect in the signal ratio, with a control signal flat, not every such curve was filed as active; inconclusive = small, poorly fitted or top-dose-only effect, or effect the other way, or a change in a side signal; the % refers to the signal ratio;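 note: potency is the fitted concentration of half-maximal effect; plate controls were basal doxycycline-induced cells for no effect and cells given 10 µM MG132 for full effect; MG132 reads +100%, hits lower the ratio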
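Cell line TMD8 (human ABC DLBCL), stably expressing tet-inducible CBG68-IkBa fusion and CBR; IMDM/0.5% FBS; cpd up to 46 uM; dox induction, 4 h, 37C/5% CO2; dual luminescence; green/red ratio; MG132 control.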
a7 integrin act: qHTS for Activators of Integrin-Mediated Alleviation for Muscular Dystrophy; alpha7betagal myoblasts, beta-gal FDG fluorescence, 48 h; Potency, µM (top dose mostly 38.3 µM), for inactives: at the highest dose activation, actives largely listed as activators; 350,000 compounds, 0.064% hits; AID 624291, 2012;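 note: potency is the fitted concentration of half-maximal effect; 100% = response of the positive control SU9516; nearly all actives have a fitted effect of over 60% in size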
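Alpha7betagal+/- myoblasts (passage 13) were plated 16-24 hr, then exposed to compounds (1:260 dilution of DMSO stock) for 48 hours at 37C. After MPER lysis, β-galactosidase reporter activity was read as FDG fluorescence (ex 480/em 540) after 30 minutes.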
Tb PFK block: qHTS Assay to Find Inhibitors of T. brucei phosphofructokinase. T. brucei PFK, ADP-Glo luminescence. AID 485367, 2010. Potency, µM (doses to about 57.5 µM), for inactives: at the top dose activity, negative = inhibition, hits mostly inhibitors. 330,000 compounds, 0.17% hits. ATP-dependent 6-phosphofructokinase (Trypanosoma brucei brucei), O15648;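 note: potency is the fitted concentration of half-maximal effect; 0% = uninhibited 1x PFK enzyme wells and -100% = no-enzyme wells; nearly all actives have a fitted effect of over 60% in size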
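In TEA buffer at pH 8.0 with 5 mM MgCl2, enzyme (1.25 nM) converted F6P (0.5 mM) and ATP (0.1 mM) for 45 min at room temperature. ADP product was read by luciferase luminescence.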
Coupling enz: qHTS Assay for Inhibitors of Fructose-1,6-bisphosphate Aldolase from Giardia Lamblia: Coupling assay counterscreen. coupling enzyme system counterscreen, AmpLite Red fluorescence. 290,000 compounds, 0.67% hits. activity change, negative = inhibition, % at 58.2 µM, hits read low. AID 2472, 2010; in the data active = activity change below about -30%; note: % is set by controls: 0 for no effect and ±100 for the full control effect
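First, compound is pin-transferred into glyceraldehyde-3-phosphate coupling-enzyme reagent at 57.5 uM final and held 10 min at RT. Next, substrate, coupling system and AmpLite Red are added. After 20 min RT, fluorescence (525/598 nm) is read.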
GALK inh: qHTS Assay for Inhibitors of Human Galactokinase (GALK); AID 1868, 2009; P51570; Potency, µM (doses to about 57.5 µM), for inactives: at the highest dose activity change, negative = inhibition, actives largely listed as inhibitors; Purified GALK, Kinase-Glo residual ATP luminescence; 270,000 compounds, 0.007% hits; note: potency is the fitted concentration of half-maximal effect; % is set by controls: 0 for no effect and ±100 for the full control effect
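Luminescence from leftover ATP (Ultra-Glo luciferase/luciferin) served as read-out after a 1 h room-temperature reaction of 5 nM GALK with 35 uM ATP and 100 uM galactose.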
PKM2 act: qHTS Assay for Activators of Human Muscle isoform 2 Pyruvate Kinase | Potency, µM (series often up to 57.5 µM), for the others: at the top dose activation, usual class: activators | purified PKM2, Kinase-Glo ATP luminescence, activation; response scale: 0% is enzyme alone, no compound | 260,000 compounds, 0.34% hits; note: potency is the fitted concentration of half-maximal effect; % is set by controls: 0 for no effect and ±100 for the full control effect; nearly all actives have a fitted effect of over 55% in size
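Kinase-Glo luminescence reports ATP generated from ADP (0.1 mM) and PEP (0.5 mM) by purified hPK-M2 after 1 h at room temperature, pH 7.2 imidazole buffer; intermediate enzyme activity allows detecting inhibitors and activators.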
B2AR arrestin: qHTS assay of beta-arrestin-biased ligands of beta2-adrenergic receptor. Beta-2 adrenergic receptor (Homo sapiens), P07550. beta-arrestin recruitment to beta2AR, cell-based reporter. Potency, µM (doses to about 46.1 µM), without a hit: at the top dose activation, actives largely listed as activators. 330,000 compounds, 0.02% hits;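 note: potency is the fitted concentration of half-maximal effect; 0% = DMSO controls and full agonism = EC100 isoproterenol or metaproterenol; nearly all actives have a fitted effect of over 65% in size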
Target sequence (P07550 whole entry, looked up): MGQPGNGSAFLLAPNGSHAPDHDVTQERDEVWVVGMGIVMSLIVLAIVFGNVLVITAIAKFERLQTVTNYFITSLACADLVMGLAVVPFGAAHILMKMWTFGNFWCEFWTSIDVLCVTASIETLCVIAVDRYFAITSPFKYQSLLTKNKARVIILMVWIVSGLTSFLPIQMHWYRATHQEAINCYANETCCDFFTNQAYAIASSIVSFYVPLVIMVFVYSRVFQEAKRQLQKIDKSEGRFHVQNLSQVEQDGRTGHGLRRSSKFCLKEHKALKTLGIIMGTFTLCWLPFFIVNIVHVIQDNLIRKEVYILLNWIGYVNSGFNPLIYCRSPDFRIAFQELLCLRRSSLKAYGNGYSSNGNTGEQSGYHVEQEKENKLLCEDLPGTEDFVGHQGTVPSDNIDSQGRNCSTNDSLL
Menin-MLL TR inh: qHTS Assay for Inhibitors Targeting the Menin-MLL Interaction in MLL Related Leukemias: Competition With Texas Red Labeled MLL-derived Mutant Peptide; Menin + Texas Red MLL mutant peptide, fluorescence polarization; Potency, µM (top dose mostly 61.6 µM), for inactives: at the highest dose FP activity change, negative = inhibition, actives largely listed as inhibitors; 270,000 compounds, 0.23% hits; active = well fitted inhibition curve with a large enough effect in the polarisation, with a control signal flat, not every such curve was filed as active; inconclusive = small, poorly fitted or top-dose-only effect, or effect the other way, or a change in a side signal; inactive = no such curve, though single readings can be large or run the other way; the % refers to the polarisation; note: potency is the fitted concentration of half-maximal effect; % of control where 0% means no effect; many of its hits are not listed in these tables
S-ASM inh: Inhibitors of Secretory Acid Sphingomyelinase (S-ASM): qHTS. AID 504937, 2011. Potency, µM (series often up to 57.5 µM), without a hit: at the top dose activity change, negative = inhibition, hits mostly inhibitors. placental ASM, HMU-PC fluorogenic substrate, 60 min. 340,000 compounds, 0.006% hits; note: potency is the fitted concentration of half-maximal effect
Target sequence (P17405 47-631 limits assumed): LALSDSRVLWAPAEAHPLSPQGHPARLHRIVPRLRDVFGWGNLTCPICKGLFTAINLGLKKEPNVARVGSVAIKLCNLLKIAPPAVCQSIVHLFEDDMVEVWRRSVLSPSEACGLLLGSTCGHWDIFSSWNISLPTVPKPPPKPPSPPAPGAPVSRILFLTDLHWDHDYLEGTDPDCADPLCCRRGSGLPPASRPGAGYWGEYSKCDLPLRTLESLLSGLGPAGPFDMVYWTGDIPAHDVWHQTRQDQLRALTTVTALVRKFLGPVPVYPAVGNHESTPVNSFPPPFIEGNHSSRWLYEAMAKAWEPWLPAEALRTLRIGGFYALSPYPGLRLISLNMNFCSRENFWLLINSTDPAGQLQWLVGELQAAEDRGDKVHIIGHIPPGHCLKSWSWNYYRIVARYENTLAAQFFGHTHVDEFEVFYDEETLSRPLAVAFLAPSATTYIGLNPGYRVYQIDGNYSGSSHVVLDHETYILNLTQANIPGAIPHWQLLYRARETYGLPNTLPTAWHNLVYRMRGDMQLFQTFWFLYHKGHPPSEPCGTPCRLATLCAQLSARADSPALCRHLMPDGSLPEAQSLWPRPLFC
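Steps: dispense placental human ASM, pin compound, wait 10 min at room temperature, add HMU-PC0 substrate at 9 uM final, incubate 60 min at 37 °C, add stop solution raising pH to 10, read fluorescence.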
TSG101-PTAP inh: qHTS Assay for Iinhibitors of HIV-1 Budding by Blocking the Interaction of PTAP/TSG101 | Potency, µM (titrated, usually from 115 µM), without a hit: at the highest dose activity change, negative = inhibition, most hits filed as inhibitors | Fluorescence polarization, FITC-PTAP peptide / Tsg101 binding | AID 493005, 2010 | 340,000 tested, under 10 active; active = well fitted inhibition curve with a large enough effect in the main read-out, with a control signal flat, not every such curve was filed as active; inconclusive = small, poorly fitted or top-dose-only effect, or effect the other way, or a change in a side signal; inactive = no such curve, though single readings can be large or run the other way; note: potency is the fitted concentration of half-maximal effect; % of control where 0% means no effect
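Fluorescence polarization binding of Tsg101 binding domain (10 uM final) to FITC-labeled PTAP peptide (50 nM final) in HEPES pH 7.5 buffer with NaCl, Tween 20, EDTA, TCEP. Compounds added before peptide; binding 20 min at RT.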
Starred values were filed as active, the others as inactive; ? = inconclusive; / = not tested or not shown; [ ] = dose if it differs, or a comment. Unless noted, calls come from the whole dose curve; as a rule, active = well fitted curve in the direction sought with a large enough effect; inconclusive = small, poorly fitted or top-dose-only effect, or another doubt; inactive = no such curve, though single readings can be large; an effect the other way counts as inactive or inconclusive. Some of the compounds tested; count on the stated rates, not on these rows.

SMILES	Giardia killer	Chronic BCR inh	a7 integrin act	Tb PFK block	Coupling enz	GALK inh	PKM2 act	B2AR arrestin	Menin-MLL TR inh	S-ASM inh	TSG101-PTAP inh
O=C(CCl)N1c2ccccc2OCC1c1ccccc1 (stereo not drawn)	-18	?	-58%[inhibitor]	7%	4	-4%	-1%	2.7%	-3%	2%	1%
COc1ccc(S(=O)(=O)N2CCC(C(=O)NCC3CCCO3)CC2)cc1 (stereo not drawn)	6	21%	16%[7.66 µM]	3%	0	0%	-2%	0.1%	-2%	1%	-7%
N#C/C(=C\c1ccc(N2CCOCC2)o1)C(=O)N1CCOCC1	-8	-2%	-10%	-3%	-3	0%	4%	-0.6%	2%	-9%	?
CN(C)CCCNC(=O)c1cc(S(=O)(=O)N2CCOCC2)ccc1F	16	?	1%	9%	0	0%	0%	-0.8%	/	4%	-1%
CC(=O)NCCn1c(SCC(=O)NCC2CCCO2)nc2ccccc2c1=O (stereo not drawn)	3	6%	-1%	-1%	-1	-1%	-12%	4.2%	-2%	1%	-5%
CCN(CC(=O)Nc1ccc(OC)cc1)C(=O)c1ccc(N2CCCC2=O)cc1	16	4%	-34%	1%	/	/	/	0.2%	/	4%	1%
Cc1ccc(NS(=O)(=O)c2cc(NC(=O)c3cc4c(s3)CCCC4)ccc2C)c(C)c1	-1	?	-19%	8%	1	1%	3%	0.0%	4%	-5%	-2%
COc1ccc(NC(=O)C23CC4CC(C2)CC(n2cnc(Br)n2)(C4)C3)c(C)c1	-14	1%	-19%	4%	1	-2%	1%	0.3%	2%	7%	-4%
COc1ccc(S(=O)(=O)NNC(=O)c2cc3c4ccccc4n(C)c3s2)cc1	3	0%	23%	5%	6	-3%	2%	-0.5%	-15%	-8%	-5%
O=C(CSc1nc(C2CC2)nc2c1cnn2-c1ccccc1)Nc1c[nH]c(=O)[nH]c1=O	38[activator]	5%	13%	-3%	0	10%	9%	0.0%	?	-3%	3%
CC(=O)Nc1ccc2c(c1)OCCOCCOc1cc(NC(C)=O)ccc1OCCOCCOCCO2	/	3%	/	3%	0	0%	-1%	0.5%	5%	/	/
COCCNC(=S)NNC(=O)c1ccco1	-19	?	15%	-1%	0	0%	-3%	-1.0%	-2%	8%	-6%
Cc1cccc(OCC(=O)N2CCC(c3ccccc3)C2)c1 (stereo not drawn)	8	?	3%	-4%	0	-2%	2%	0.3%	-3%	4%	-6%
Cc1ccc(NC2CCCN(C(=O)CCC3=NNC(=O)CC3)C2)cc1C (stereo not drawn)	39[activator]	?	20%	-2%	/	5%	-3%	-0.1%	/	0%	/
Cc1ccc(NC(=O)C(=O)NCCN2CCN(S(=O)(=O)c3ccccc3)CC2)cc1C	-7	-3%	-12%	1%	-2	7%	0%	-0.1%	8%	0%	-1%
O=C(c1cc(-c2cccc(Cl)c2)on1)N1CCCCCC1	-9	-17%	1%	0%	3	-3%	-6%	-1.1%	-2%	-2%	-5%
CNC(=S)N(CCc1c(C)[nH]c2ccc(F)cc12)Cc1ccco1	4	?	?	-4%	-1	/	/	0.5%	?	0%	-6%
CCCOC(=O)c1c(-c2ccccc2)nc(CC)c(C(=O)SCC)c1CCC	-17	6%	/	-4%	/	/	/	0.0%	-4%	-3%	0%
N#Cc1ccc2[nH]cc(CCO)c2c1	2	1%	13%	-21%	0	/	0%	0.3%	-9%	3%	0%
Cc1ccc(N(Cc2ccc(C(=O)NN=C3CCN(C)CC3)cc2)S(C)(=O)=O)cc1C	5	?	-37%	0%	-2	0%	1%	-0.7%	-12%	-2%	-3%
O=C(NCCCn1ccnc1)c1cccc(S(=O)(=O)N2CCCCCC2)c1	-11	?	1%	4%	-2	-1%	-1%	0.2%	1%	2%	-10%
CS(=O)(=O)N(Cc1ccc(C(=O)NCCSc2ccccn2)cc1)c1ccccc1	-8	4%	-12%	3%	3	0%	-2%	-0.4%	-4%	-1%	-3%
CCCCOc1ccc(C(=O)Nc2ccc(N3CCN(C(=O)C(C)C)CC3)cc2)cc1	13	1%	-4%	4%	2	0%	2%	-0.1%	-2%	-6%	0%
NC(=O)[C@H]1CC2(CC(c3cccc(NC(=O)COc4ccc(Cl)cc4)c3)=NO2)CN1C(=O)c1ccccc1C(=O)c1ccccc1 (stereo partly drawn)	6	?	5%	-6%	0	-5%	2%	-0.6%	/	-10%	/
CCC/C(=C1/c2ccccc2C(=O)N1c1ccccc1)c1ccc2[nH]ccc2c1	?	?	-15%	0%	/	/	/	0.0%	/	2%	-4%

Further results.
SMILES	Giardia killer	Chronic BCR inh	a7 integrin act	Tb PFK block	Coupling enz	GALK inh	PKM2 act	B2AR arrestin	Menin-MLL TR inh	S-ASM inh	TSG101-PTAP inh
CC1CCCC(NC(=O)C2CCCN2S(=O)(=O)c2cccc3nsnc23)C1C (stereo not drawn)	6	-23%	-6%	-1%	-1	2%	0%	0.0%	-1%	-2%	-2%
Cc1cc(N2CCN(c3ccccc3)CC2)n2cc(-c3ccccc3)nc2n1	-30	?	-10%	3%	-1	2%	0%	0.2%	-13%	-4%	-1%
Cc1cc(=O)[nH]c(-n2[nH]c3c(c2=O)CCCC3)n1	14	5%	0%	-11%	2	-1%	-13%	0.5%	8%	-1%	-4%
COc1ccc(OCC(=O)NNC(=O)c2cccc(O)c2)cc1	-8	-4%	22%	2%	0	-4%	1%	-0.2%	-8%	2%	-7%
CC(=O)Nc1cc(S(=O)(=O)Nc2ccc(C)cc2)c(C)cc1C	8	6%	-12%	4%	-1	0%	-1%	-0.4%	-4%	1%	-2%
O=C1CCc2cc(S(=O)(=O)NC(Cc3ccccc3)C(=O)NCCC3=CCCCC3)ccc2N1 (stereo not drawn)	-15	17%	24%	1%	0	0%	16%	-3.0%	-18%	0%	-2%
COc1ccc(CNC(=O)COC(=O)c2c(-c3c(F)cccc3Cl)noc2C)cc1OC	-1	-12%	-11%[7.66 µM]	-2%	4	0%	2%	0.6%	-3%	-1%	-5%
Cc1ccc(Cl)cc1NC(=O)N[C@@H](C)C(=O)O	0	-7%	-10%	3%	1	2%	-9%	-0.1%	5%	3%	-1%
COc1cccc(OC)c1NC(=O)CN1CCC(NC(=O)c2cccc(F)c2)CC1	9	?	-8%	-3%	2	-4%	-1%	-0.5%	-10%	2%	-2%
Cc1ccc(S(=O)(=O)Nc2ccc3c(c2)c2c(n3S(=O)(=O)c3ccc(C)cc3)CCCC2=O)cc1	2	?	-12%	0%	-4	/	4%	-0.1%	-12%	-3%	0%
COc1ccc(Nc2n[nH]c(C)c2[N+](=O)[O-])cc1	-2	6%	16%	-1%	2	1%	-32%	-0.2%	-11%	-4%	9%
COc1ccc(C(=O)O)cc1S(=O)(=O)N1CCSCC1	-3	-3%	2%	1%	7	0%	-1%	-0.8%	-8%	5%	0%
Cc1ccc([N+](=O)[O-])cc1S(=O)(=O)N1CCN(C)CC1	-3	3%	-14%	-4%	7	5%	-1%	0.2%	-1%	-2%	1%
COc1ccccc1NS(=O)(=O)c1cc(NC(=O)COc2ccccc2F)ccc1N1CCOCC1	9	1%	9%	1%	/	/	/	-0.3%	/	-5%	-1%
COc1ccc2c(c1)c1c(n2C(C)=O)C(OC(C)=O)=NCC1	17	3%	?	0%	1	3%	0%	-0.1%	16%	28%	-13%
O=C(Nc1nc(-c2ccc(Cl)cc2)cs1)NC1CCCCC1	7	?	3%	0%	-1	1%	0%	0.0%	-22%	-8%	1%
S=C(NCCc1ccccc1)NCc1cccs1	1	?	-31%	-1%	1	1%	-6%	-0.3%	3%	6%	-7%
Cn1c(CCN2CCCCC2)nc2cc(NS(=O)(=O)c3ccc(F)cc3)ccc21	-20	?	0%	-1%	3	7%	-2%	0.0%	5%	5%	-9%
CC(C)=CC(=O)Nc1ccccc1Br	-6	-7%	9%	-1%	-4	-2%	-2%	0.4%	-1%	4%	-5%
